# 14-3-3 Bad inh: inhibitors of 14-3-3 zeta/Bad binding, primary screen, biochemical, TR-FRET, bovine 14-3-3 zeta. inhibition, % at 21.7 µM. hit rate 0.71% among 220,000. TR-FRET 14-3-3zeta/Dy647-pBad peptide displacement, 1 h. 14-3-3 protein zeta/delta (Bos taurus), P63103. AID 781, 2007;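 active = inhibition above about 70%, limit read from the data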;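 also: 0% = full 14-3-3 plus peptide FRET controls and 100% = background without 14-3-3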
# eIF4E 4G PPI: eIF4E–eIF4G protein interaction inhibitors, primary screen, biochemical, uHTS, TR-FRET, eIF4GI fragment; Eukaryotic translation initiation factor 4E (Mus musculus) + Eukaryotic translation …; TR-FRET eIF4E-eIF4GI(517-606) binding, 2 h; inhibition, % at 21.7 µM; hit rate 0.37% among 220,000;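 also: 0% = full FRET control wells and 100% = background wells lacking eIF4GI fragment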
# p47phox inh: p47phox/p22phox peptide binding inhibitors, primary screen, biochemical, uHTS, NADPH oxidase regulatory subunit | Neutrophil cytosol factor 1 (Homo sapiens), P14598 | fluorescence polarization, 2 h | inhibition, % at 24.7 µM | hit rate 0.53% among 220,000 | AID 1274, 2008;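 also: 0% = p47phox with labelled peptide and 100% = labelled peptide alone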
# Target sequence (P14598 whole entry, looked up): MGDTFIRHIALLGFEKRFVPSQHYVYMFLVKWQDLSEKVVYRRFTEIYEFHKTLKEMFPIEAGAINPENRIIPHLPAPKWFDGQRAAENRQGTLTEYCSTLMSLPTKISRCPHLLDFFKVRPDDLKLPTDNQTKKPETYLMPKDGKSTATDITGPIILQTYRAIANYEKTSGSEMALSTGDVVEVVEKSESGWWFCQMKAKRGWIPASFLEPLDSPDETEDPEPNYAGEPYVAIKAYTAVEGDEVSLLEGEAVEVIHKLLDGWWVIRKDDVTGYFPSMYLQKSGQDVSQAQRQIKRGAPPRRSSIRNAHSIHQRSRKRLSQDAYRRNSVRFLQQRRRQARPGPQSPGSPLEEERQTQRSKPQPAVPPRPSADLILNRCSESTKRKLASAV
# Furin inhibitor: human furin inhibitors, primary screen, biochemical, fluorescence intensity; hit rate 0.061% among 220,000; AID 463115, 2010; inhibition, % at 30 µM; purified furin, fluorogenic substrate cleavage; in the data active = inhibition above about 25%; also: inactives centre near -15
# EBV gp42 inh: Epstein-Barr virus gp42 inhibitors, primary screen, biochemical, uHTS, fluorescence polarization; Glycoprotein 42 (Epstein-Barr virus (strain AG876)), Q1HVG2; Fluorescence polarization binding assay, mP read-out; inhibition, % (tested at 21.74 µM); hit rate 0.42% among 220,000; AID 1085, 2008; in the data active = inhibition above about 50%
# Target sequence (Q1HVG2 whole entry, looked up): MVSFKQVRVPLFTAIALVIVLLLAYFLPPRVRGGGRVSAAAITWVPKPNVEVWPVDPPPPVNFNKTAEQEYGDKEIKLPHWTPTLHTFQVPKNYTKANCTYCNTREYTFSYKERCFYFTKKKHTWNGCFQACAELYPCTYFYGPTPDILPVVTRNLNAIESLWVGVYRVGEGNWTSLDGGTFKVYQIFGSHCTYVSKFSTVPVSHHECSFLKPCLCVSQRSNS
# thrombin 1536: human alpha-thrombin inhibitors, primary screen, counter-screen for coagulation protease inhibitor project, biochemical, 1536-well, fluorogenic AMC substrate. Prothrombin (Homo sapiens), P00734. Boc-VPR-AMC fluorogenic substrate cleavage. hit rate 0.26% among 220,000. AID 1046, 2008. inhibition, % at 5 µM;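 active = inhibition at or above 40%; inactive = inhibition below 40%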;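 also: 0% = enzyme with no compound and 100% = wells without enzyme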
#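 Material: human alpha-thrombin enzyme / Medium: pH 7.5 Tris (50 mM) with NaCl 150 mM, Tween 20 0.05% / Compound: single-point dosing at 5 µM, 0.2% DMSO / Incubation: enzyme reaction carried out at room temperature / Detection: AMC fluorescence, 355/460 nm / Read-out basis: percent inhibition scaled between no-compound controls and no-enzyme blanks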
# hK5 inh: human KLK5 protease inhibitors, primary screen, biochemical, 1536-well; Kallikrein-5 (Homo sapiens), Q9Y337; recombinant hK5, fluorogenic AMC substrate cleavage; inhibition, % at 5 µM; hit rate 0.59% among 210,000;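 active = inhibition of 40% or more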;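 also: 0% = enzyme controls without compound and 100% = no-enzyme blanks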
# Cl transport mod: KCC2 cotransporter modulators, thallium flux, primary screen, cell-based, HEK293 KCC2, FluoZin-2 fluorescence, MLSMR; Solute carrier family 12 member 5 (Homo sapiens), Q9H2X9; KCC2 cells, thallium flux FluoZin-2 fluorescence; B-score of Tl+ flux slope (higher = more flux/activation; lower = inhibition) at 10 µM; hit rate 2.2% among 190,000; AID 1456, 2008;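 active = thallium flux slope and its plate-corrected score both differing from the plate sample mean at a set confidence after two filtering rounds, in either direction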;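 also: slope of fluorescence scaled to starting intensity during 10 to 20 s after thallium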
# Rad51 HR inh: human RAD51 strand exchange inhibitors, primary screen, biochemical, fluorescence; DNA repair protein RAD51 homolog 1 (Homo sapiens), Q06609; hRad51 DNA strand exchange, fluorescence dequenching; inhibition, % at 10 µM; hit rate 0.085% among 200,000; AID 1385, 2008;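 active = inhibition above 40% at the single screening dose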;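 also: 0% = DMSO control wells and 100% = blanks with heterologous ssDNA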
#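 System: human Rad51 nucleoprotein filaments preassembled on unlabelled ssDNA. Reagent: labelled 47-mer dsDNA for strand exchange. Schedule: 30-min compound preincubation and 15-min exchange, both room temperature. Measured by: FRET fluorescence dequenching, excitation 485 nm, emission 520 nm. Read-out: Fluorescence-based percent inhibition, control- and blank-normalised. Benchmarks: plate controls and plate blanks.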
# * hit, by the source's call; nt = not tested or not shown; [ ] = dose if it differs, or a comment.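 The calls were made as follows, unless noted: active = inhibition above about 30% (limit read from the data); inactive = the rest.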
SMILES,14-3-3 Bad inh,eIF4E 4G PPI,p47phox inh,Furin inhibitor,EBV gp42 inh,thrombin 1536,hK5 inh,Cl transport mod,Rad51 HR inh
CC(=O)c1cnc(Nc2nc(C)c3ccccc3n2)nc1C,5.3,-1.8,-8.4,-14.8[20 µM],1.0,1.4,15.0,-0.065,nt
COc1ccc(-c2cc(OC(=O)c3ccc(F)cc3)c3c(C)oc(C)c3c(=O)c2)cc1,6.0,-4.1[fluorescence artefact?],-35.9,-14.6,4.1,-1.0,-20.0,nt,-43.9
COC(=O)c1nnn(CC(=O)NC(=O)Nc2c(C)cccc2C)c1C(=O)OC,1.7,-2.1,-9.6,-20.5,-12.3,3.3,-14.2,1.07,-38.0
CCCSc1oc(-c2ccco2)nc1S(=O)(=O)c1ccccc1,5.3,7.8,-19.5,-13.7[20 µM],-12.5,-7.0,-18.0,-0.413,1.5
CCc1ccc(N=CC2=C(O)CC(c3ccco3)CC2=O)cc1 (stereo not drawn),-13.9,4.0,-10.8,-6.8[20 µM],-32.2,4.0,-14.2,-0.857,1.5
COc1ccc(-c2n[nH]c(=S)n2N)c(OC)c1,-6.7,-0.5,2.9,-21.2,-7.9,1.8,4.2,0.0201,-0.9
Cc1ccc(C)c(N2CCN(C(c3ccc(N(C)C)cc3)c3nnnn3C(C)(C)C)CC2)c1 (stereo not drawn),7.6,4.4,-10.5,-23.2[20 µM],-11.1,2.4,-6.7,-0.349,2.3
O=C(O)CCCC(=O)Nc1cccc(C(F)(F)F)c1,0.4,3.3,-3.7,-13.5,1.6,1.7,-1.0,-0.0177,-4.8
O=P1(O)C=C(c2ccccc2)NC(c2ccccc2)=C1,10.3[fluorescence artefact?],4.6[fluorescence artefact?],-2.7,-13.9[20 µM],-10.3,1.2,5.3,0.227,2.5
O=C1c2ccncc2C(=O)N1CO,0.4[fluorescence artefact?],-20.7,-6.6,-15.3,-19.6,2.1,-10.4,nt,-6.4

# A second format for some results above:
COc1ccc(-c2n[nH]c(=S)n2N)c(OC)c1
  14-3-3 Bad inh = -6.7
  eIF4E 4G PPI = -0.5
  p47phox inh = 2.9
  Furin inhibitor = -21.2
  EBV gp42 inh = -7.9
  thrombin 1536 = 1.8
  hK5 inh = 4.2
  Cl transport mod = 0.0201
  Rad51 HR inh = -0.9
O=C1c2ccncc2C(=O)N1CO
  14-3-3 Bad inh = 0.4[fluorescence artefact?]
  eIF4E 4G PPI = -20.7
  p47phox inh = -6.6
  Furin inhibitor = -15.3
  EBV gp42 inh = -19.6
  thrombin 1536 = 2.1
  hK5 inh = -10.4
  Cl transport mod = nt
  Rad51 HR inh = -6.4

# Four compounds out of the list above, sorted by the number in hK5 inh, highest first.
Compound,hK5 inh
CC(=O)c1cnc(Nc2nc(C)c3ccccc3n2)nc1C,15.0
O=P1(O)C=C(c2ccccc2)NC(c2ccccc2)=C1,5.3
O=C(O)CCCC(=O)Nc1cccc(C(F)(F)F)c1,-1.0
CCCSc1oc(-c2ccco2)nc1S(=O)(=O)c1ccccc1,-18.0

# Going on with the list:
SMILES,14-3-3 Bad inh,eIF4E 4G PPI,p47phox inh,Furin inhibitor,EBV gp42 inh,thrombin 1536,hK5 inh,Cl transport mod,Rad51 HR inh
Cc1cc(NC(CC(C)C)C(=O)O)nc(Cc2ccccc2)n1 (stereo not drawn),-4.5,-12.1,-5.9,-13.7,-1.2,7.1,-26.6,nt,nt
COC(=O)N/N=C/c1ccc(OC(=O)/C=C/c2ccco2)cc1,-2.7,2.0,-25.7,-16.0,-11.3,0.2,-6.0,0.0443,18.9
CSc1nc2ccccc2n1CC(=O)Nc1ccccc1,-12.7,3.0,-4.5,0.5,-7.2,9.6,19.5,0.111,-2.7
Cc1ccc(-c2noc(CNCCCN(C)C)n2)cc1,-8.6[fluorescence artefact?],-4.2,-113.2,-13.6,-17.8,2.1,-5.2,-0.515,3.4
CCOC(=O)CSc1nc2ccccc2n1C(=O)OCC,-2.5,-6.7,-79.5,-15.5,-51.9,0.7,-16.9,-0.00092,-12.8
CCOP(=O)(OCC)C(Nc1cccc(C)c1)c1ccc(F)cc1 (stereo not drawn),-25.9,-3.5,-2.3,-10.6,-24.8,-3.5,-22.6,0.498,10.8
N/C(=N\OC(=O)CCc1ccccc1)c1ccccc1Cl,-10.2,-0.7,-14.2,-24.5,-8.9,9.1,1.1,1.38,36.3
S=c1[nH]nc(-c2ccccn2)n1/N=C/c1ccco1,-1.6,5.0,-3.0,-21.1,-11.1,-3.5,-4.3,-0.54,-3.9
c1ccc(-c2onc3c2CCCC3)cc1,-1.2,13.4,-20.9,-23.2[20 µM],-25.5,1.3,-1.6,-0.00531,6.7
Cc1onc(-c2ccc(Cl)cc2)c1-c1ccnn1S(=O)(=O)c1ccc(Cl)cc1,-2.5,-0.3,-5.9,-20.8,-11.5,2.1,3.6,0.0713,31.7
COc1cccc(/C=N/NC(=O)c2ccc(=O)[nH]n2)c1O,-10.4,2.8,-14.9,-25.3,-12.5,1.4,-14.8,0.326,0.6
CCC(=O)OCCn1c(=O)c2cc3c(=O)n(CCOC(=O)CC)c(=O)c3cc2c1=O,2.9,-1.6[fluorescence artefact?],-1.0,-14.4[20 µM],3.0,3.5,-2.4,0.65,-5.9
CCCC(c1nnnn1CS(=O)(=O)c1ccc(C)cc1)N1CCN(CC)CC1 (stereo not drawn),2.2,-3.2,5.8,-13.2,7.3,-13.3,2.6,0.527,2.4
CC1(C)SC2c3ccccc3C(=O)N2[C@@H]1C(=O)NCc1ccco1 (stereo partly drawn),3.5,-3.2,-5.7,-17.4,-0.6,1.6,9.4,0.255,-13.6
N#CC(C(=O)NCc1ccco1)c1nc2ccccc2nc1N1CCOCC1 (stereo not drawn),-11.2[fluorescence artefact?],0.7[fluorescence artefact?],-26.4,9.6,5.8,0.3,-0.7,-0.24,-9.2
COC(=O)c1ccccc1NC(=O)C1CCCCC1C(=O)O (stereo not drawn),2.0,-3.3,-5.4,-10.7[20 µM],-7.4,1.7,-25.2,-0.462,-2.9
CCC1CCCCN1CCCNC(=O)COc1cc(=O)n(C)c2ccccc12 (stereo not drawn),7.8[fluorescence artefact?],1.1,-13.3,-20.3,-8.8,0.5,-15.5,nt,-6.6
Cc1nc2nc(SCC(=O)c3cccc([N+](=O)[O-])c3)[nH]c2cc1Br,1.9[fluorescence artefact?],-2.0,-15.3,-15.1,-11.3,-0.9,-8.3,0.132,-1.3

# Pulled one by one from the list above, 3 records:
SMILES,14-3-3 Bad inh,eIF4E 4G PPI,p47phox inh,Furin inhibitor,EBV gp42 inh,thrombin 1536,hK5 inh,Cl transport mod,Rad51 HR inh
N#CC(C(=O)NCc1ccco1)c1nc2ccccc2nc1N1CCOCC1 (stereo not drawn),-11.2[fluorescence artefact?],0.7[fluorescence artefact?],-26.4,9.6,5.8,0.3,-0.7,-0.24,-9.2
Cc1nc2nc(SCC(=O)c3cccc([N+](=O)[O-])c3)[nH]c2cc1Br,1.9[fluorescence artefact?],-2.0,-15.3,-15.1,-11.3,-0.9,-8.3,0.132,-1.3
COC(=O)c1ccccc1NC(=O)C1CCCCC1C(=O)O (stereo not drawn),2.0,-3.3,-5.4,-10.7[20 µM],-7.4,1.7,-25.2,-0.462,-2.9
